Source: PubChem BioAssay (Sanford-Burnham Center for Chemical Genomics)
APOBEC3A inh: APOBEC3A ssDNA deaminase inhibitors, primary screen, selectivity assay for APOBEC3G inhibitor project, biochemical, FAM/TAMRA oligo cleavage fluorescence; DNA dC->dU-editing enzyme APOBEC-3A (Homo sapiens), P31941; recombinant A3A, FAM/TAMRA ssDNA deamination fluorescence; inhibition, % at 20 µM; actives 0.41% (n = 330,000); AID 493011, 2011;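 active = at least 40% inhibition at 20 µM here, with at most 30% in a related deaminase screen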;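 also: plate controls were A3A with DMSO for no effect and wells lacking A3A enzyme for full effect; some results filed as inactive read as strong as hits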
Target sequence (P31941 whole entry, looked up): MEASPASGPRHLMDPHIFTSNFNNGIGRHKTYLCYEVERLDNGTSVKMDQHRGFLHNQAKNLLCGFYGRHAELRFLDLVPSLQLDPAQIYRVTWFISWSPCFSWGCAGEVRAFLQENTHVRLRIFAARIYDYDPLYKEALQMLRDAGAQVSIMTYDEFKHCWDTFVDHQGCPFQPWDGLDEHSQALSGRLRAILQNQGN
mIAP activ: activators of mouse IAP, primary screen, biochemical, luminescence, uHTS; muIAP, CDP-Star luminescence, 30 min; stronger effect = higher value; 1 = vehicle-only enzyme signal, 0 = enzyme-free wells; intestinal alkaline phosphatase [Mus musculus]; actives 0.24% (n = 330,000); activation factor at 10 µM;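 active = activation factor of at least 2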; also: the source names both 10 and 20 µM as test concentration; values of inactives mirror those of a sister screen read the other way
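Assay system: mouse IAP enzyme / Compound: DMSO-dissolved test compounds / Timing: 30 min, room temperature / Measured by: luminescence from enzymatic CDP-Star hydrolysis / Control set: DMSO-only wells, enzyme-free buffer wells as negative control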
HKDC1 inh: HKDC1 hexokinase inhibitors, primary screen, biochemical, fluorescence, uHTS; Q2TB90; actives 0.16% (n = 340,000); AID 493160, 2011; recombinant HKDC1, G6PDH/diaphorase resazurin coupled fluorescence; inhibition, % at 20 µM;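 active = inhibition above about 35% when tested at 20 µM, limit read from the data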;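 also: plate controls were DMSO wells with enzyme for no effect and DMSO wells lacking enzyme for full effect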
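Assay system: in-house recombinant HK5 (HKDC1) enzyme. Input: HKDC1 at 5 µg/mL. Medium: Tris pH 8.0 buffer with MgCl2, Tween-20, BSA, BME. Dosing: single 20 µM dose. Schedule: 90 min reaction incubation at room temperature, dark. Signal: resazurin-to-resorufin fluorescence via G6PDH and diaphorase coupling, 525/613 nm. Controls: DMSO-enzyme wells negative, buffer-substituted wells positive.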
mIAP inh: inhibitors of mouse IAP, primary screen, biochemical, luminescence, uHTS | intestinal alkaline phosphatase [Mus musculus] | purified mouse IAP, CDP-Star luminescence, 30 min | inhibition, % at 10 µM | actives 0.2% (n = 330,000) | AID 2806, 2010;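 active = inhibition of at least 40% at 10 µM in the primary screen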;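 also: plate controls were DMSO with enzyme for no effect and no enzyme wells for full effect; values of inactives mirror those of a sister screen read the other way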
PfGluPho inh: PfG6PD enzyme inhibitors, primary screen, biochemical, fluorescence intensity, uHTS | actives 0.78% (n = 350,000) | PfGluPho enzyme, NADPH resazurin-diaphorase fluorescence | glucose-6-phosphate dehydrogenase-6-phosphogluconolactonase (Plasmodium falciparum 3D7) | AID 504690, 2011 | inhibition, % at 20 µM;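 active = inhibition reaching at least a set limit at 20 µM in the primary screen, cut at about 59% in these data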;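 also: 0% = DMSO wells with substrate and 100% = DMSO wells lacking glucose-6-phosphate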
hIAP inh: human IAP inhibitors, primary screen, biochemical, luminescence, uHTS; actives 0.12% (n = 330,000); purified IAP, CDP-Star luminescence, 30 min; inhibition, % at 10 µM;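 active = inhibition reaching a set limit with compound at 10 µM in the primary screen, cut at about 35% in these data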;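 also: plate controls were DMSO wells with enzyme for no effect and no-enzyme buffer wells for full effect; values of inactives mirror those of a sister screen read the other way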
ATG4B inhibitor: ATG4B protease inhibitors, primary screen, biochemical, fluorescence, uHTS. ATG4B cleavage of LC3-PLA2, NBD-HPC fluorescence, 1 h. inhibition, % at 8.33 µM. AID 504462, 2011. actives 0.51% (n = 340,000); in the data active = inhibition above about 40%
Target sequence (Q9Y4P1 whole entry, looked up): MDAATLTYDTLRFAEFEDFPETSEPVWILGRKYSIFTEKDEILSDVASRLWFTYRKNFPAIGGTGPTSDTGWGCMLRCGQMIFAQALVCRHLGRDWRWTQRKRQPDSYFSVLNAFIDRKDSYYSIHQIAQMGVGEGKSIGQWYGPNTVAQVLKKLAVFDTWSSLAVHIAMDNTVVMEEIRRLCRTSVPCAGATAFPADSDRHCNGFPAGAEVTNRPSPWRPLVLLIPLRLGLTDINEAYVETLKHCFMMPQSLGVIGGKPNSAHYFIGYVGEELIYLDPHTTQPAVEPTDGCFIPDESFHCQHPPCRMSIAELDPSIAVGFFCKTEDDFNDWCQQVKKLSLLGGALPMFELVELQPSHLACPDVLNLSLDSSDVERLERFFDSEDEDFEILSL
hIAP act: human IAP activators, primary screen, biochemical, luminescence, uHTS. purified human IAP, CDP-Star luminescence, 30 min; stronger effect = higher value; 1 = vehicle-only enzyme, 0 = enzyme-free background. Intestinal-type alkaline phosphatase (Homo sapiens), P09923. AID 2524, 2010. actives 0.16% (n = 330,000). activation factor at 10 µM;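 active = activation factor of the enzyme at least 2-fold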; also: the source names both 10 and 20 µM as test concentration; values of inactives mirror those of a sister screen read the other way
Starred values were filed as active, the others as inactive.

SMILES | APOBEC3A inh | mIAP activ | HKDC1 inh | mIAP inh | PfGluPho inh | hIAP inh | ATG4B inhibitor | hIAP act
Cc1cccc(N(C(=O)Cn2nnc(-c3ccccc3F)n2)C(C(=O)NC(C)(C)C)c2ccncc2)c1 (stereo not given) | -0.3 | 0.952 | -9.9 | 4.8 | 7.3 | 8.6 | -10.4 | 0.914
O=C(NCCc1ccc(F)cc1)c1ccc(S(=O)(=O)N2CCCCC2)cc1 | -3.7 | 1.01 | 3.4 | -1.2 | 5.1 | 9.2 | -14.1 | 0.908
CC(=O)c1ccccc1NC(=O)COC(=O)CN1C(=O)C2CCCCC2C1=O (stereo not given) | -2.0 | 1.07 | -5.6 | -6.7 | 1.7 | -8.1 | -4.3 | 1.08
CNC(=S)N/N=C/c1c(C)c(C(=O)c2ccc(F)cc2)n2ccccc12 | -4.6 | 0.871 | -2.1 | 12.9 | 9.6 | 5.8 | -13.0 | 0.942
CCCC(=Nc1ccc(N)cc1)C1=C(O)C(C(=O)OC)C(C)(C)CC1=O (stereo not given) | -1.3 | 0.792 | -4.8 | 20.8 | 13.8 | -30.4 | -6.0 | 1.3
O=C(COC(=O)CCC(=O)c1ccc(Cl)cc1)NCCc1ccccc1 | -0.2 | 0.904 | 10.8 | 9.6 | -6.8 | -10.1 | -0.6 | 1.1
O=C(CC(=O)NCCc1ccccc1)NCCc1ccccc1 | -6.0 | 0.975 | -3.1 | 2.5 | 6.2 | -20.3 | -1.4 | 1.2
CCn1nc(C)cc1C(=O)NC1CCCc2c1cnn2-c1ccc(C)c(C)c1 (stereo not given) | -0.4 | 1.2 | -1.3 | -20.0 | 8.8 | -51.5 | -5.8 | 1.51
Nc1cc(N2CCCC2)ccc1[N+](=O)[O-] | 0.2 | 0.868 | 3.9 | 13.2 | 14.7 | 15.7 | 1.7 | 0.843
COc1cccc(-c2nc(CS(=O)CC(=O)NCCc3ccc(C)cc3)c(C)o2)c1 (stereo not given) | -1.3 | 0.974 | -4.1 | 2.5 | -5.3 | 27.3 | -3.1 | 0.727
Cc1ccc(NC(=O)c2ccc3nc[nH]c3c2)cc1C | 12.9 | 0.825 | -13.4 | 17.5 | 7.8 | -34.0 | -6.6 | 1.34
Cc1ccc(C)c(NC(=O)C2CCCN(S(=O)(=O)c3c(C)nn(C)c3C)C2)c1 (stereo not given) | 1.8 | 0.98 | -1.6 | 2.0 | -6.2 | -9.7 | 0.3 | 1.1
Cc1ccc2c(c1)CCCN2C(=O)Nc1ccc2c(c1)OCO2 | -2.0 | 1.1 | 0.5 | -10.0 | 44.1 | 8.6 | -10.7 | 0.914
CCn1c(NCc2ccc3c(c2)OCO3)nc2ccccc21 | -1.0 | 1.16 | 1.0 | -16.2 | 8.8 | -5.8 | -12.5 | 1.06
CCC(C)CCN1CCN=C1Nc1ccccc1 (stereo not given) | -1.5 | 0.995 | 1.8 | 0.5 | 5.9 | 14.5 | -6.4 | 0.855
CO/N=C/NC(=O)N1OC[C@@H]2COc3ccc4ccccc4c3[C@@H]21 | 1.3 | 1.06 | -2.2 | -6.1 | 7.1 | -1.5 | -0.1 | 1.01
CC(=NNC(=O)c1cccs1)c1ccc2c(c1)OCCO2 | 1.7 | 0.959 | -5.9 | 4.1 | 11.8 | -13.5 | 0.7 | 1.14
O=C(CCN1C(=O)c2ccccc2C1=O)C1=NN[C@@H]2C(=O)N(c3ccc(F)cc3)C(=O)[C@H]12 | 0.6 | 0.97 | -7.6 | 3.0 | 7.8 | 9.3 | -5.0 | 0.907
CC(=O)NN1C(=O)/C(=C\c2ccccc2)SC1=S | 0.5 | 1.03 | 6.2 | -2.9 | -19.1 | 6.7 | 2.7 | 0.933
COc1cc(/C=C/C(=O)OCC(=O)Nc2ccc(S(=O)(=O)N3CCCC3)cc2)ccc1O | 1.5 | 0.997 | 4.5 | 0.3 | 14.3 | -4.6 | -16.0 | 1.05
COc1ccc(C(Cl)=C(c2ccc(OC)cc2)c2ccc(OC)cc2)cc1 | 1.0 | 0.97 | -0.4 | 3.0 | 6.5 | 9.9 | -3.4 | 0.901
COc1ccc(/C(CC2(O)C(=O)Nc3ccccc32)=N\O)cc1 (stereo not given) | 1.1 | 0.966 | -1.1 | 3.4 | -3.6 | 10.5 | -9.5 | 0.895
CCOC(=O)c1c(C)nc2sc3c(=O)n(-c4ccc(OC)cc4)nnc3c2c1-c1ccc(OC)cc1 | -17.9 | 0.805 | -5.9 | 19.5 | 4.4 | 18.0 | -0.7 | 0.82
Cc1ccccc1NC(=O)c1cnn(-c2ccccc2)c1NC(=O)c1ccco1 | 0.4 | 1.05 | -6.6 | -5.5 | -21.2 | -10.4 | -1.0 | 1.1
CCC(=O)c1ccc(OCC(=O)OCC(=O)c2cc(C)n(C)c2C)cc1 | 1.3 | 1.04 | -1.0 | -3.8 | 10.3 | -41.1 | 2.9 | 1.41

Among those listed so far, four have fluorine:
SMILES | APOBEC3A inh | mIAP activ | HKDC1 inh | mIAP inh | PfGluPho inh | hIAP inh | ATG4B inhibitor | hIAP act
Cc1cccc(N(C(=O)Cn2nnc(-c3ccccc3F)n2)C(C(=O)NC(C)(C)C)c2ccncc2)c1 (stereo not given) | -0.3 | 0.952 | -9.9 | 4.8 | 7.3 | 8.6 | -10.4 | 0.914
O=C(NCCc1ccc(F)cc1)c1ccc(S(=O)(=O)N2CCCCC2)cc1 | -3.7 | 1.01 | 3.4 | -1.2 | 5.1 | 9.2 | -14.1 | 0.908
CNC(=S)N/N=C/c1c(C)c(C(=O)c2ccc(F)cc2)n2ccccc12 | -4.6 | 0.871 | -2.1 | 12.9 | 9.6 | 5.8 | -13.0 | 0.942
O=C(CCN1C(=O)c2ccccc2C1=O)C1=NN[C@@H]2C(=O)N(c3ccc(F)cc3)C(=O)[C@H]12 | 0.6 | 0.97 | -7.6 | 3.0 | 7.8 | 9.3 | -5.0 | 0.907

(further entries)
SMILES | APOBEC3A inh | mIAP activ | HKDC1 inh | mIAP inh | PfGluPho inh | hIAP inh | ATG4B inhibitor | hIAP act
Cc1ccc(-c2cc(C(=O)Nc3cccnc3)c3ccccc3n2)s1 | -3.0 | 0.926 | 5.8 | 7.4 | 23.0 | 13.3 | -8.8 | 0.867
COc1ccc(/C=N/N=C2\SC(CC(=O)O)C(=O)N2c2ccccc2)cc1 (stereo not given) | -1.4 | 0.968 | -7.6 | 3.2 | -8.3 | 7.4 | -10.9 | 0.926
Cc1ccc(N2CC(C(=O)N3CCN(c4ccccc4)CC3)CC2=O)cc1 (stereo not given) | -5.2 | 0.998 | -5.3 | 0.2 | -11.1 | -14.6 | -2.2 | 1.15
CNC(=S)/N=C/NOCc1c(Cl)cccc1Cl | -0.9 | 1.07 | -8.8 | -6.9 | -1.1 | -1.0 | -1.4 | 1.01
CC(=O)c1ccccc1NC(=O)COC(=O)C1=NN(c2ccccc2)C(=O)CC1 | -3.0 | 1.02 | -2.9 | -2.3 | 3.9 | 13.5 | -14.4 | 0.865
COc1cccc(OC)c1CNC(=O)C1CCC(=O)N(CC2CCCCC2)C1 (stereo not given) | -3.0 | 0.998 | -5.0 | 0.2 | 1.6 | 0.9 | 21.7 | 0.991
Cc1ccc([N+](=O)[O-])cc1NC(=O)c1ccc(C(C)(C)C)cc1 | 1.0 | 0.948 | -2.0 | 5.2 | 56.3 | -6.9 | -1.7 | 1.07
COc1ccc(-c2nnc(SCC(=O)NC3CCCCC3)o2)cc1OC | 2.1 | 0.98 | -0.3 | 2.0 | -8.1 | 18.7 | 3.2 | 0.813
CCOc1cc(C)c(S(=O)(=O)NC2CC(C)(C)NC(C)(C)C2)cc1C | -1.8 | 0.951 | -4.3 | 4.9 | -16.4 | -18.3 | 7.3 | 1.18
COc1nc(OC)nc(N2CCC(C(=O)Nc3cccc4c3CCCC4)CC2)n1 | -1.8 | 1.03 | -0.7 | -2.7 | -16.5 | 7.9 | -5.3 | 0.921
COc1ccnc(Oc2ccc(F)cc2)c1C(=O)N/C=N/OCc1cccc(F)c1 | 0.6 | 0.918 | -1.3 | 8.2 | -3.5 | -1.4 | 3.2 | 1.01
COCCCNC(=O)CCCn1c(=O)[nH]c2ccccc2c1=O | -0.4 | 1.02 | -5.7 | -2.2 | 0.2 | -1.3 | -8.1 | 1.01
COc1cccc(N(C(=O)CNC(=O)c2ccco2)C(C(=O)NC2CCCC2)c2ccco2)c1 (stereo not given) | -5.7 | 0.984 | -3.3 | 1.6 | -24.7 | -11.4 | -5.4 | 1.11
Cc1ccc(NC(=O)c2ccc(OCC3CCCO3)cc2)c(C)c1 (stereo not given) | -1.9 | 1 | -11.7 | -0.4 | 3.5 | -1.1 | 7.8 | 1.01
O=C(CN1C(=O)NC2(CCCc3ccccc32)C1=O)Nc1cccc(S(=O)(=O)N2CCCCC2)c1 (stereo not given) | -3.5 | 1.08 | -24.0 | -8.3 | 13.9 | -5.5 | -1.3 | 1.05
Cc1cc(NC(=O)CSc2nnc(-c3ccc(Br)o3)n2Cc2ccccc2)no1 | 0.0 | 0.968 | -0.6 | 3.2 | 6.2 | -1.2 | -0.8 | 1.01
CCOc1ccccc1N1CCN(CC(=O)NC(C)c2ccccc2)CC1 (stereo not given) | -2.0 | 1.08 | 2.1 | -8.5 | -0.5 | -32.2 | -4.3 | 1.32
Cc1ccccc1CSc1nnc(-c2cccnc2)n1N | 3.1 | 1.03 | 5.2 | -3.3 | 1.7 | 2.9 | -6.6 | 0.971
CC(C)(CNC(=O)c1cc(Cl)c(O)c(Cl)c1)N1CCCCC1 | -3.6 | 0.945 | -1.9 | 5.5 | -5.1 | -1.2 | 7.1 | 1.01
COc1ccc(C(CNC(=O)C(C)(C)Oc2ccc(Cl)cc2)N2CCCCC2)cc1 (stereo not given) | 2.1 | 1.04 | -3.7 | -4.4 | 14.7 | -27.9 | 3.5 | 1.28
COC(=O)c1cc(OCC(=O)Nc2ccc3c(c2)CCC3)cc(C(=O)OC)c1 | 4.4 | 1.01 | 0.1 | -1.3 | 13.0 | 2.3 | -4.6 | 0.977
CC1=C(OC(=O)C(C)(C)C)C(C)(C)C(c2ccccc2)OC1=O (stereo not given) | -0.7 | 1.06 | 10.4 | -5.9 | -22.0 | -5.2 | 10.8 | 1.05
O=[N+]([O-])c1ccc(NCCNc2ccc(Cl)nn2)cc1 | -2.6 | 0.956 | 0.5 | 4.4 | -0.8 | 8.4 | -8.7 | 0.916
O=C(NCCc1c[nH]c2ccccc12)Nc1ccccc1 | -4.7 | 1.33 | 1.8 | -32.8 | 5.0 | -48.0 | -0.4 | 1.48
S=c1[nH]nc(-c2ccco2)n1C1CCCCC1 | -2.4 | 0.965 | -3.2 | 3.4 | 48.0 | -4.9 | -5.9 | 1.05
COc1ccccc1NC(=O)CN1CCN(C(=O)c2ccco2)CC1 | -2.2 | 1.02 | -9.9 | -2.0 | 2.2 | -3.9 | -16.2 | 1.04
C=CCn1c(N)c(C(=O)Nc2ccc(C)c(C)c2)c2nc3ccccc3nc21 | -1.5 | 0.944 | 2.9 | 5.6 | 3.3 | -8.8 | -23.2 | 1.09
